NCI-60 one-dose screen, 48 h, at 10 µM unless noted. Numbers give growth in % (100 = growth as untreated, 0 = no growth, -100 = all killed).
COLO 205: COLO 205 colon cancer. 79,000 compounds, 7.3% hits. AID 1794742
NCI-H322M: NCI-H322M lung cancer. 80,000 compounds, 2.7% hits
NCI-H522: NCI-H522 lung cancer; 78,000 compounds, 8% hits; AID 1794739
NCI-H23: NCI-H23 lung cancer; 80,000 compounds, 4% hits; AID 1794731
KM12: KM12 colon cancer cells | 82,000 compounds, 5% hits | AID 1794800
NCI-H460: NCI-H460 lung cancer; 82,000 compounds, 6.8% hits
NCI-H226: NCI-H226 lung cancer; AID 1794732; 79,000 compounds, 3.5% hits
NCI/ADR-RES: NCI/ADR-RES ovarian cells; 81,000 compounds, 4.4% hits
IGROV1: IGROV1 ovarian cancer; 79,000 compounds, 4.7% hits; AID 1794786
* marks the source's active call; other numbers are inactive results; nt = no result given; & = joins results of further samples. How the source made its calls: active means growth percent below 10; inactive means the rest.

SMILES | COLO 205 | NCI-H322M | NCI-H522 | NCI-H23 | KM12 | NCI-H460 | NCI-H226 | NCI/ADR-RES | IGROV1
COC(=O)CCC(=O)Nc1ccccc1 | 105 | 110 | 94 | 100 | 115 | 109 | 138 | 105 | 107
Cc1csc(NC(=O)c2ccc(C(=O)Nc3nc(C)cs3)cc2)n1 | 133 | 98 | 88 | 95 | 97 | 114 | nt | 96 | 101
Cc1ccc(C(=Nc2ccccc2)N=P(c2ccccc2)(c2ccccc2)c2ccccc2)cc1 | -88* | -29* | -56* | -25* | -71* | -75* | -46* | -10* | -68*
Clc1ccc2nn3c4ccccc4c(OCCN4CCOCC4)nc3c2c1 | 90 | 84 | 75 | 87 | 100 | 100 | 95 | 80 | 71
COc1cc(-c2nn(-c3ccccc3)cc2C(=O)O)ccc1O | 116 | 99 | 78 | 92 | nt | 101 | 99 | 100 | 111
COc1ccc(C2=NN(c3ccccc3)C(c3ccc(OCc4ccc(C)cc4)c(OC)c3)C2)cc1OC (stereo not drawn) | 121 | 105 | 69 | 90 | 95 | 86 | 78 | 97 | 101
O=c1[nH]c2ccccc2n1CCCN1CCN(C(c2ccccc2)c2ccccc2)CC1 | 97 | nt | 98 | nt | 97 | 91 | 90 | 86 | 102
CC(=O)N1N=C(CCC(=O)c2nc3ccc([N+](=O)[O-])cc3[nH]2)OC1c1ccc(F)cc1 (stereo not drawn) | 94 | 89 | 87 | 89 | 97 | 96 | 93 | 102 | 84
COc1ccc(C(=O)CC23C(=O)NC(=O)C2C(=O)NC3=O)cc1OC (stereo not drawn) | 129 | 116 | 93 | 94 | 124 | 113 | 98 | 96 | 114
CCCCCCCCN(CCCCCCCC)CC(O)c1ccc(Br)c(C)c1 (stereo not drawn) | 68 | 97 | 60 | 68 | 51 | 81 | 82 | 98 | 87

Overlap with the part before: two entries, followed by the next part.
SMILES | COLO 205 | NCI-H322M | NCI-H522 | NCI-H23 | KM12 | NCI-H460 | NCI-H226 | NCI/ADR-RES | IGROV1
COc1ccc(C(=O)CC23C(=O)NC(=O)C2C(=O)NC3=O)cc1OC (stereo not drawn) | 129 | 116 | 93 | 94 | 124 | 113 | 98 | 96 | 114
CCCCCCCCN(CCCCCCCC)CC(O)c1ccc(Br)c(C)c1 (stereo not drawn) | 68 | 97 | 60 | 68 | 51 | 81 | 82 | 98 | 87
C=C1CCC2C3(C)COC(C)(C)OC3CCC2(C)C1CC(NCc1cccc(Cl)c1)C1=CCOC1=O (stereo not drawn) | 115 | 93 | 99 | 98 | 102 | 104 | 90 | 98 | 97
COc1ccc(/C=C2/N=C3N(N=C(CC#N)N3c3ccccc3)C2=O)cc1 | 113 | 97 | 86 | 99 | 105 | 104 | 100 | 105 | 101
Nc1n[nH]c(CCCNc2ccccc2)c1-c1nc2ccccc2s1 | 105 | 98 | 79 | 103 | 106 | 106 | 104 | 108 | 94
O=C(CN1CCOCC1)N1c2cccc3cccc(c23)N(C(=O)CN2CCOCC2)C1c1cn(-c2ccccc2)nc1-c1cccc([N+](=O)[O-])c1 | 100 | 95 | 84 | 84 | 97 | 96 | 68 | 96 | 96
COC(=O)c1c2c(c(C)[n+]([O-])c1C)C(=O)C=C(NCc1cccc(OC)c1)C2=O | nt | -20* | -55* | -69* | -21* | -42* | nt | -26* | -64*
CC(=O)n1c(-c2ccc(Cl)c(Cl)c2)cn(-c2ccc(Cl)cc2)c1=O | -19* | 69 | 37 | 28 | 50 | 3.5* | 76 | 12 | 4.1*
CCOC(=O)C(CCc1ccccc1[N+](=O)[O-])C(=O)OCC | 115 | 112 | 76 | 112 | 106 | 96 | 94 | 120 | 117
O=C(O)C1=CSC[C@@H](C(=O)O)N1 | 101 | 87 | 90 | 95 | 103 | 104 | 94 | 97 | 92
CCCCCCCCCCCOc1ccc(/C=C/C(=O)c2ccc(OC)cc2)cc1 | 117 | 111 | 102 | 102 | 110 | 103 | 95 | 102 | 93
NNC(=O)c1ccco1 | 98&111 | 95&104 | 100 | 101&103 | 106&116 | 122&106 | 102&100 | 99&111 | 95&103
O=C1CCCC(=O)C1 | 111 | 92 | 92 | 99 | 116 | 106 | 99 | 105 | 100
COc1ccc(C2=NN(C=O)C(c3cccc(Nc4ccnc5cc(Cl)ccc45)c3)C2)cc1 (stereo not drawn) | 0.0* | 46 | nt | 23 | 27 | 14 | 40 | 11 | 44
Cc1c(C)c(CC#N)c(C)c(C)c1CC#N | 107 | 92 | nt | 104 | 104 | 109 | 101 | 109 | 92
CCCCCN1C=C/C(=C\C(=O)N(C)c2cccc3ccccc23)c2ccccc21 | 109 | 98 | 83 | 81 | 103 | 105 | 101 | 106 | 94
Cc1ccc(S(=O)(=O)Nc2ccc(C(=O)/C=C/c3cccc(F)c3)cc2)cc1 | 117 | 96 | 91 | 97 | 92 | 100 | 91 | 97 | 99
N#Cc1ccc(CC(=O)c2ccccc2)[nH]c1=O | 114 | 102 | nt | 106 | 108 | 118 | 105 | 109 | 112
CCCCCCCCCc1nc(N)nc(N)n1 | 115 | 105 | 96 | 105 | 106 | 105 | 96 | 103 | 93
CCC(=O)OC1=C(C)SC2=NC(c3ccc(N)cc3)=CC(c3cc(OC)c(OC)c(OC)c3)N21 (stereo not drawn) | 112 | 103 | 101 | 105 | 105 | 101 | 94 | 104 | 103
c1ccc2c(-c3nc(-c4ccsc4)cs3)c[nH]c2c1 | 94 | nt | 80 | 82 | 96 | 108 | 76 | 98 | 79
CN1CCN(C(=O)Nc2cccc(-c3ccccc3)c2)CC1 | 117 | 123 | 94 | 96 | 102 | 105 | 85 | 94 | 101
O=C1CCN(c2ccccc2)N1Cn1nnc2ccccc21 | 129 | 102 | 95 | 87 | 106 | 112 | 113 | 98 | 109
Nc1nc(N)nc(C2C=CCCC2)n1 (stereo not drawn) | 97 | 96 | 71 | 98 | 119 | 106 | nt | 101 | 100
COc1ccc(OC)c([N+](=O)[O-])c1C(=O)CNC(C)=O | 114 | 105 | 96 | 105 | 106 | 107 | 101 | 95 | 106
Cn1cnc([N+](=O)[O-])c1S(=O)(=O)NCN1CCOCC1 | 119 | 105 | 54 | 92 | 110 | 104 | 93 | 100 | 102
COc1ccc(/C=C/C(=O)n2nnnc2-c2ccccc2)cc1 | 117 | 105 | 89 | 96 | 99 | 107 | 106 | 97 | 105
N#CCc1nc2ccccc2[nH]1 | 95 | 90 | 84 | 94 | 98 | 101 | 78 | 102 | 87
O=C(NCCc1ccc(O)c(O)c1)C12CC3CC(CC(C3)C1)C2 | 90 | 114 | 9.8* | 85 | 117 | 110 | 94 | 61 | 56
Cc1ccccc1NC(=O)NC(CC(N)=O)c1ccc2c(c1)nc(-c1cccc(Oc3ccc(C(C)(C)C)cc3)c1)n2CCCN1CCCCC1C (stereo not drawn) | -66* | 65 | nt | 65 | -35* | -31* | 109 | 94 | 46
CCN1CCN(C(C(=O)NC2CCCCC2)c2ccc(Cl)cc2)C(=O)c2ccccc2C1=O (stereo not drawn) | 112 | 91 | 67 | 99 | 103 | 102 | 92 | 99 | 101
Cc1cn(-c2cc(NC(=O)c3cncc(C#Cc4cnc5ccc(OCC6(C)COC6)nn45)c3)cc(C(F)(F)F)c2)cn1 | 101 | 105 | 86 | 79 | 21 | 88 | 53 | 84 | 80
N#Cc1c(Nc2ccccc2)nn2cc(-c3nc4ccccc4s3)c(N)nc12 | 114 | 86 | 73 | 60 | 88 | 62 | 66 | 51 | 65
CN(C)c1ccc(C2SCC(=O)N2c2nnc(Cn3cnnc3)o2)cc1 (stereo not drawn) | nt | 95 | 98 | 83 | 96 | 107 | 103 | 86 | 106
Nc1nc2nc(-c3cccc(Nc4ccnc5cc(Cl)ccc45)c3)cc(-c3ccc(Cl)cc3)c2c(=O)[nH]1 | 108 | 90 | 82 | 100 | 76 | 106 | 90 | 95 | 101
COc1cc(SSc2cc(OC)cc([N+](=O)[O-])c2N)c(N)c([N+](=O)[O-])c1 | 108 | 104 | 72 | 92 | 102 | 101 | 108 | 92 | 96
COC(=O)CC1CC1CCc1c(-c2ccc(F)cc2)c2ccccc2n1C(C)C (stereo not drawn) | 125 | 105 | 74 | 88 | 102 | 114 | 86 | 89 | 82
NC(N)=Nc1ccc(Oc2cccc(NC(N)=Nc3ccc(Br)cc3)c2)cn1 | 17 | 65 | 47 | 61 | 67 | 47 | 81 | 100 | 38
CCN(CC)CCNC(=O)c1cc(Br)c(N)cc1OC | 100 | 101 | 99 | 97 | 106 | 111 | 102 | 103 | 98
Cc1ccc2nc(NC(=O)CSc3nc(Nc4ccc(Cl)cc4)c(C#N)c(-c4ccccc4)n3)sc2c1 | 101 | 89 | 85 | 92 | 90 | 93 | 98 | 83 | 81
O=S(=O)(Nc1ccccc1-c1ccccc1)c1ccccc1 | 156 | 104 | 87 | 95 | 109 | 108 | 101 | 92 | 89
Cc1[nH]c(C2CC(c3ccccc3)=NN2c2ccc(Cl)cc2)c(C)c1C(=O)NCC(F)(F)F (stereo not drawn) | 115 | 93 | 95 | 95 | 94 | 97 | 91 | 94 | 88
CC(C)CCc1nc2ccc(NCc3ccccc3)cc2[nH]1 | 101 | 96 | 85 | 88 | 88 | 101 | 93 | 87 | 82
CC(C)(C)OC(=O)N1Cc2cc3ccccc3nc2C1 | 119 | 113 | 94 | 98 | 100 | 103 | 89 | 101 | 108
Cc1nn(-c2ccccc2)c(C)c1C(=O)Nc1nnc(-c2ccco2)o1 | 114 | 132 | 91 | 112 | 112 | 108 | 103 | 79 | 107
Nc1c(C(=O)Nc2cccc(Cl)c2)sc2nc3c(cc12)C(=O)CCC3 | 10 | 72 | 15 | 38 | 22 | 10 | 58 | 18 | 52
CNC(=O)c1cc(-n2ccc3cc(NC(=S)Nc4ccc(Cl)c(C(F)(F)F)c4)ccc32)ccn1 | 48 | 89 | 67 | 66 | 64 | 56 | 68 | 72 | 89
Cc1cccc(/C=N/NC(=O)Nc2[nH]c3ccc(S(N)(=O)=O)cc3c2-c2ccccc2)c1 | 105 | 107 | 93 | 90 | 58 | 108 | nt | 105 | 89
NC(=O)NCCO | 116 | 109 | 95 | 99 | 101 | 104 | 95 | 98 | 105
O=C(NC(=S)N1CCN(c2ncnc3c2cnn3-c2ccccc2)CC1)c1ccccc1 | 121 | 100 | 92 | 96 | 98 | 102 | 84 | 95 | 96
N#CCSc1nc(N)nc2nc[nH]c12 | 98 | 117 | 93 | 102 | 109 | 99 | 96 | 106 | 100
Cc1ccc(S(=O)(=O)Nc2cccc3[nH]c(C(F)(F)F)nc23)cc1 | -22* | 36 | -6.2* | 40 | 21 | 7.9* | 68 | 4.8* | 51

(listing goes on)
SMILES | COLO 205 | NCI-H322M | NCI-H522 | NCI-H23 | KM12 | NCI-H460 | NCI-H226 | NCI/ADR-RES | IGROV1
CCOC(=O)c1sc2nc(C)cc(C)c2c1N | 101 | 102 | 104 | 86 | 97 | 99 | 91 | 95 | 92
COc1cc(/C=C2/C(=O)Nc3cc(Cl)ccc32)ccc1O | 107 | 84 | 75 | 88 | 93 | 91 | 90 | 88 | 63
Cc1ccc(/C=C2\CNC/C(=C\c3ccc(C)cc3)C2=O)cc1 | -71* | 23 | -54* | 2.8* | -79* | -47* | -63* | -51* | -71*
COc1cc2ncnc(Sc3nnc(NC(=O)c4ccc(C)cc4)s3)c2cc1OC | 97 | nt | 64 | 96 | 99 | 103 | 98 | 103 | 95
N#Cc1c(-c2ccc(Cl)cc2)nc(NN=Cc2cccc(O)c2)nc1N1CCOCC1 | 86 | 86 | 75 | 100 | 81 | 78 | 93 | 65 | 65
O=C1CSC(c2ccc(Cl)cc2)N1n1cnnc1 (stereo not drawn) | 108 | 100 | 93 | 102 | 98 | 101 | 100 | 104 | 108
Cn1cc(-c2nn3cc(-c4ccc(F)cc4)nc3s2)c2ccccc21 | 108 | 72 | 88 | 84 | 92 | 92 | 88 | 105 | 70
COc1cc(NC(=O)Nc2cnc(Cl)nc2Oc2cccc(C(F)(F)F)c2)cc(OC)c1 | 110 | 104 | 85 | 98 | 98 | 103 | 101 | 105 | 105
IC1CC2CC1C1C=CCC21 (stereo not drawn) | 106 | 104 | 99 | 92 | 99 | 104 | 86 | 98 | 102
Nc1c(C(=O)Nc2ccc3c(c2)OCCO3)sc2nc3c(cc12)CN(Cc1ccccc1)CC3 | 109 | 96 | 97 | 96 | 98 | 97 | 88 | 95 | 103

Reformatted: results already given
molecule	COLO 205	NCI-H322M	NCI-H522	NCI-H23	KM12	NCI-H460	NCI-H226	NCI/ADR-RES	IGROV1
NC(=O)NCCO	116	109	95	99	101	104	95	98	105
O=C(NC(=S)N1CCN(c2ncnc3c2cnn3-c2ccccc2)CC1)c1ccccc1	121	100	92	96	98	102	84	95	96
N#CCSc1nc(N)nc2nc[nH]c12	98	117	93	102	109	99	96	106	100
Cc1ccc(S(=O)(=O)Nc2cccc3[nH]c(C(F)(F)F)nc23)cc1	-22*	36	-6.2*	40	21	7.9*	68	4.8*	51
CCOC(=O)c1sc2nc(C)cc(C)c2c1N	101	102	104	86	97	99	91	95	92
COc1cc(/C=C2/C(=O)Nc3cc(Cl)ccc32)ccc1O	107	84	75	88	93	91	90	88	63
Cc1ccc(/C=C2\CNC/C(=C\c3ccc(C)cc3)C2=O)cc1	-71*	23	-54*	2.8*	-79*	-47*	-63*	-51*	-71*
COc1cc2ncnc(Sc3nnc(NC(=O)c4ccc(C)cc4)s3)c2cc1OC	97	nt	64	96	99	103	98	103	95
N#Cc1c(-c2ccc(Cl)cc2)nc(NN=Cc2cccc(O)c2)nc1N1CCOCC1	86	86	75	100	81	78	93	65	65
O=C1CSC(c2ccc(Cl)cc2)N1n1cnnc1 (stereo not drawn)	108	100	93	102	98	101	100	104	108
Cn1cc(-c2nn3cc(-c4ccc(F)cc4)nc3s2)c2ccccc21	108	72	88	84	92	92	88	105	70
